Nrf2 inh: Nrf2 qHTS screen for inhibitors; A549 ARE-Fluc reporter, luciferase luminescence, 18-24 h; Potency, µM (doses to about 46 µM), for inactives: at the highest dose activity change, negative = inhibition, actives largely listed as inhibitors; 360,000 compounds, 2.1% hits; AID 504444, 2011; further: potency means the concentration at half of the fitted maximal effect; on the % scale 0 is the no-effect control and ±100 the full control effect; nearly all actives have a fitted effect of over 60% in size
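Concentration-response testing used A549 ARE_Fluc cells at 5000 cells/well. Following an 18-24 h compound incubation, viability was read by fluorescence (Ex 405/Em 525) and luciferase output by luminescence.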
A549 tox: Nrf2 qHTS screen for inhibitors: counterscreen for cytotoxicity; Potency, µM (titrated, usually from 46 µM), inactives show top-dose activity change, negative = cytotoxicity, actives largely listed as inhibitors; AID 504648, 2011; A549 ARE-Fluc cells, CellTiter-Fluor viability, 18-24 h; 390,000 compounds, 0.16% hits; further: potency means the concentration at half of the fitted maximal effect; on the % scale 0 is the no-effect control and ±100 the full control effect
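A549 ARE_Fluc cells in 5% FBS OPTI-MEM were exposed to compounds in concentration-response for 18-24 h at 37 deg C. Viability was read by CellTiter-Fluor fluorescence (Ex 405/Em 525) after 30 min, before the luciferase read.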
Mm-Cpn inhibitor: Inhibitors of TCP-1 ring complex (TRiC) of Methanococcus maripaludis (MmCpn): qHTS | purified Mm-Cpn ATPase, ADP Transcreener TR-FRET | 330,000 compounds, 0.031% hits | Potency, µM (doses to about 76.9 µM), for inactives: at the highest dose activity, negative = inhibition, most hits filed as inhibitors | Chaperonin Mm-Cpn (Methanococcus maripaludis); further: potency means the concentration at half of the fitted maximal effect; on the % scale 0 is the no-effect control and ±100 the full control effect; nearly all actives have a fitted effect of over 80% in size
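Reaction buffer contained 30 mM Tris pH 7.4, 100 mM KCl, 5 mM MgCl2 and 1 mM DTT. Mm-CPN (25 nM final) hydrolysed 10 uM ATP over 30 min at 37°C; ADP was read by HTRF.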
EPAC2 antag: qHTS for Antagonist of cAMP-regulated guanine nucleotide exchange factor 2 (EPAC2): primary screen; 360,000 compounds, 0.18% hits; Potency, µM (highest dose often 114 µM), inactives show at the highest dose activity, negative = inhibition, most hits filed as inhibitors; EPAC2 GEF exchange of Rap1B-BODIPY-GDP, fluorescence; further: potency means the concentration at half of the fitted maximal effect; on the % scale 0 is the no-effect control and ±100 the full control effect; nearly all actives have a fitted effect of over 45% in size; many of its hits are not listed in these tables
Target sequence (Q8WZA2 whole entry, looked up): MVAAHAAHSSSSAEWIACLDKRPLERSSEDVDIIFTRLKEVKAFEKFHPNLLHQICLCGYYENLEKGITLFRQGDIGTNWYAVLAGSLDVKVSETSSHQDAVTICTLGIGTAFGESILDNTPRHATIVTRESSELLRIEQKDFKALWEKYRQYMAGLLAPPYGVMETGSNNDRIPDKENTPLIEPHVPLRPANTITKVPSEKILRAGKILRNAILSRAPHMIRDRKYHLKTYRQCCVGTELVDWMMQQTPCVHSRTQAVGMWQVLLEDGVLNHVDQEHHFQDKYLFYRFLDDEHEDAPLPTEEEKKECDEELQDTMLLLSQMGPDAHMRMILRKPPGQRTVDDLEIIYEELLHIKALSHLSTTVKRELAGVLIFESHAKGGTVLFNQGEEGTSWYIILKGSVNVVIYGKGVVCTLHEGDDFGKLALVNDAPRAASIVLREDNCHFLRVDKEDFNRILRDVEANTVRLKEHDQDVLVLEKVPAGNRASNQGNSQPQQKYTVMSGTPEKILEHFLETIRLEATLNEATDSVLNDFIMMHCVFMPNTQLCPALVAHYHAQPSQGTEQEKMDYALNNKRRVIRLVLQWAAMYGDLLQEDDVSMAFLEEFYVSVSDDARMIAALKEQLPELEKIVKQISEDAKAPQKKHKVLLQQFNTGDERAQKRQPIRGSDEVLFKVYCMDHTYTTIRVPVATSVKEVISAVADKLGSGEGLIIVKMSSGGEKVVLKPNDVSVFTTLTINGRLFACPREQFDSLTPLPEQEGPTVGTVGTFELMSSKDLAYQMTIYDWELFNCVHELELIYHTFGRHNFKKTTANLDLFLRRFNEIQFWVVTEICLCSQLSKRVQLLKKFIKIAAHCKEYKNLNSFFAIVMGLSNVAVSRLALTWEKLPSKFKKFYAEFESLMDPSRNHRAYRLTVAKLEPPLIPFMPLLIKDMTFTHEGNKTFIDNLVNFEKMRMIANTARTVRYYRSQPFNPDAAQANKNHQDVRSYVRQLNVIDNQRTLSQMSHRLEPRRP
TGFb inhibitor: qHTS for Inhibitors of TGF-b; HepG2 CAGA-GFP TGF-b/SMAD3 reporter, GFP fluorescence, 18 h; TGF-beta stimulated, 500 pg/mL final; Potency, µM (top dose mostly 46.1 µM), inactives show at the highest dose activity, negative = inhibition, most hits filed as inhibitors; 410,000 compounds, 1.2% hits; AID 588855, 2011; further: potency means the concentration at half of the fitted maximal effect; on the % scale 0 is the no-effect control and ±100 the full control effect; nearly all actives have a fitted effect of over 65% in size
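First, reporter cells (HEPG2 CAGA-GFP) rested 2 h at 37 degrees C. Next, compounds were pinned in and TGF-beta added to 500 pg/mL final. After 18 h, GFP was imaged per cell and summed per well.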
Nrf2 ARE act: qHTS of Nrf2 Activators. 410,000 compounds, 0.31% hits. Potency, µM (doses to about 46.1 µM), inactives show at the top dose activation, usual class: activators. AREc32 ARE-luciferase reporter (MCF7-derived line), luminescence, 24 h; further: potency means the concentration at half of the fitted maximal effect; % of control where 0% means no effect; nearly all actives have a fitted effect of over 65% in size
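Luciferase luminescence (Steady-Glo, 30 min at room temperature) served as the read-out of ARE activation in AREc32 cells treated with compounds for 24 hr at 37 deg C.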
Akt phos inh: HTS Assay for Inhibitors of Akt Phophorylation: Primary Screen | Neuro2A IGF-stimulated pAkt S473 HTRF, 20 min; hits give low values | activity change, % for hits at 50 µM | 360,000 compounds, 0.32% hits; in the data active means activity change below about -80%; inconclusive means mostly about -51% to -80%; further: on the % scale 0 is the no-effect control and ±100 the full control effect
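Neuro2A cells (4,500/well, DMEM with 0.5% FBS) were treated with compound at a single 50 µM final concentration, stimulated with 6 nM IGF for 20 min at 37 °C, and lysed. Phospho-Akt Ser473 was read by HTRF as 665/615 ratio ×10^4.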
EPAC2 agonist: qHTS for Agonist of cAMP-regulated guanine nucleotide exchange factor 4 (EPAC2): primary screen; AID 720711, 2013; Potency, µM (doses to about 154 µM), without a hit: top-dose activation, most hits filed as activators; 360,000 compounds, 0.079% hits; EPAC2 activation, biochemical qHTS; response scale: 100% = 6.5 mM cAMP response; Rap guanine nucleotide exchange factor 4 (Homo sapiens), Q8WZA2; further: potency means the concentration at half of the fitted maximal effect; nearly all actives have a fitted effect of over 50% in size
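qHTS, titration series. 100 nM EPAC2 / 250 nM Rap1B-BODIPY-GDP / 50 uM GDP; RT; ex 480/em 540 nm, 5-min reads to 30 min. Norm. to 6.5 mM cAMP = activation.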
CCT chaperon mod: High-Throughput Screening for Modulators of Cytosolic Chaperonin Activity; purified chaperonin ATPase assay, HTRF ADP detection, 30 min; activity change, % (no concentration beside the values), hits read low; 360,000 compounds, 0.3% hits; AID 651819, 2012; in the data active means activity change below about -30%; further: on the % scale 0 is the no-effect control and ±100 the full control effect
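ATPase activity: ADP formed was measured by HTRF Transcreener (665/615 nm ratio) after 30 min at 37 deg C with 10 uM ATP. Compounds screened at one 76 uM concentration against 40 or 20 nM TRiC in Tris pH 7.4/KCl/MgCl2/DTT buffer.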
* marks the source's active call; other numbers are inactive results; & = joins results of further samples; [ ] = another dose, or the depositor's remark. Unless noted, the call rests on the fitted dose curve; in most records, active means well fitted curve in the direction sought with a large enough effect; inconclusive means small, poorly fitted or top-dose-only effect, or another doubt; inactive means no such curve, though single readings can be large; an effect the other way counts as inactive or inconclusive. An excerpt; the hit share may differ from the screen's.

For COCC(=O)N(Cc1cc2cc(OC)ccc2[nH]c1=O)c1ccc(C)cc1 the results were Nrf2 inh -11%, A549 tox -11%, Mm-Cpn inhibitor 2%, EPAC2 antag -4%, TGFb inhibitor -22%, Nrf2 ARE act -0.5%, Akt phos inh inactive, EPAC2 agonist 9% and CCT chaperon mod 1.5.
`Cc1cc(S(=O)(=O)NC2CCCC2)ccc1F` gave A549 tox 0%, Mm-Cpn inhibitor 4%, EPAC2 antag -4%, TGFb inhibitor -8%, Nrf2 ARE act -0.1%, Akt phos inh inactive, EPAC2 agonist 0% and CCT chaperon mod -10.
`CN1C(=O)C(CC(=O)N2CCN(C(c3ccccc3)c3ccccc3)CC2)N(C)C1=O` (stereo not given) gave Nrf2 inh -14%, A549 tox -4%, Mm-Cpn inhibitor 0%, EPAC2 antag -2%, TGFb inhibitor -8%, Nrf2 ARE act 0.1%, Akt phos inh -115%*, EPAC2 agonist -6% and CCT chaperon mod -3.4.
For COc1ccc(C(=O)N2CCN(C)C(C)C2)cc1OC1CCN(C(C)=O)CC1 (stereo not given) the results were Nrf2 inh 4%, A549 tox -2%, Mm-Cpn inhibitor 0%, EPAC2 antag 3%, TGFb inhibitor inconclusive, Nrf2 ARE act -0.1%, Akt phos inh inactive, EPAC2 agonist -5% and CCT chaperon mod -0.4.
Screening COc1cccc(N2CC(C(=O)NNC(=O)c3ccc(Cl)cc3)CC2=O)c1 (stereo not given) returned Nrf2 inh 3%, A549 tox -3%, Mm-Cpn inhibitor -5%, EPAC2 antag -3%, TGFb inhibitor 9%, Nrf2 ARE act 0.3%, Akt phos inh inactive, EPAC2 agonist 6% and CCT chaperon mod -3.3.
Cc1ccc(NC(=O)N2CCN(c3nnc(C)c4c(C)n(-c5ccc(Cl)cc5)nc34)CC2)c(C)c1 was read as Nrf2 inh 6%, A549 tox -5%, TGFb inhibitor -17% and Nrf2 ARE act 0.4%.
Screening COc1ccc(-c2[nH]ncc2CN(C)C(C)c2ccon2)c(OC)c1 (stereo not given) returned Nrf2 inh 16%, A549 tox 8%, Mm-Cpn inhibitor 0%[15.4 µM], EPAC2 antag 6%, TGFb inhibitor 18%, Nrf2 ARE act 0.0%, Akt phos inh inactive, EPAC2 agonist 10% and CCT chaperon mod 0.4.
For O=C(Nc1cc(Cl)ccc1Cl)P(=O)(O)c1ccccc1 the results were Nrf2 inh -8%, A549 tox -6%, EPAC2 antag 4%, TGFb inhibitor 13%, Nrf2 ARE act -0.2%, Akt phos inh inactive, EPAC2 agonist 4% and CCT chaperon mod -2.6.
`C/C(CCc1ccc2c(c1)OCO2)=N\NC(=O)c1ccc(C)cc1C` gave Nrf2 inh 4%, A549 tox 10%, Mm-Cpn inhibitor -2%, EPAC2 antag inconclusive, TGFb inhibitor -10%, Nrf2 ARE act 3.7%, Akt phos inh inactive, EPAC2 agonist 3% and CCT chaperon mod -0.3.
For Cc1nc2ncccn2c1-c1csc(Nc2ccc(S(N)(=O)=O)cc2)n1 the results were Nrf2 inh 7%, A549 tox -3%, Mm-Cpn inhibitor 0%, EPAC2 antag 8%, TGFb inhibitor 29%, Nrf2 ARE act 0.3%, Akt phos inh inactive, EPAC2 agonist 3% and CCT chaperon mod 1.0.
Screening O=C(Cn1c(=O)c2c(ncn2C2CCCC2)n(Cc2ccccc2)c1=O)N1CCc2ccccc21 returned Nrf2 inh -15%, A549 tox -6%, Mm-Cpn inhibitor -5%, EPAC2 antag -2%, TGFb inhibitor 0%, Nrf2 ARE act -0.5%, Akt phos inh inactive, EPAC2 agonist 2% and CCT chaperon mod -0.7.
Screening Cc1cccc(NC(=O)CCN2C(=O)c3ccccc3S2(=O)=O)c1C returned Nrf2 inh -17%, A549 tox 8%, Mm-Cpn inhibitor 2%, EPAC2 antag 12%, TGFb inhibitor 1%, Nrf2 ARE act 0.1%, Akt phos inh inactive, EPAC2 agonist 6% and CCT chaperon mod -3.9.
O=C(COC(=O)CCCC1=NS(=O)(=O)c2ccccc2N1)Nc1ccc(Br)cc1 was read as Nrf2 inh 5%, A549 tox -1%&10%, Mm-Cpn inhibitor 1%, EPAC2 antag -10%, TGFb inhibitor 2%&-25%, Nrf2 ARE act -0.5%&-0.2%, Akt phos inh inactive, EPAC2 agonist 4% and CCT chaperon mod -0.8.
`CC(C)C(=O)NC(=S)Nc1ccccc1F` gave Nrf2 inh 18%, A549 tox -1%, Mm-Cpn inhibitor -1%, EPAC2 antag 5%, TGFb inhibitor -1%, Nrf2 ARE act -0.2%, Akt phos inh inactive, EPAC2 agonist 0% and CCT chaperon mod -0.3.
`CN1C(C(=O)Nc2cccc(O)c2)=CC(c2ccco2)=NS1(=O)=O` gave Nrf2 inh 3%&-29%, A549 tox -12%&0%, Mm-Cpn inhibitor 1%, EPAC2 antag 7%, TGFb inhibitor 1%&-1%, Nrf2 ARE act 12%&21%, Akt phos inh inactive, EPAC2 agonist 0% and CCT chaperon mod 1.2.
COC(=O)CN(c1cccc(F)c1)S(C)(=O)=O was read as Nrf2 inh 17%, A549 tox -5%, Mm-Cpn inhibitor 1%, EPAC2 antag 5%, TGFb inhibitor 33%[activator], Nrf2 ARE act 0.6%, Akt phos inh inactive, EPAC2 agonist 3% and CCT chaperon mod 1.1.
`COc1ccc2[nH]c(=O)c(CN(C(=O)c3cccnc3)c3ccc(C)cc3)cc2c1` gave Nrf2 inh -1%, A549 tox -9%, Mm-Cpn inhibitor 2%, EPAC2 antag -2%, TGFb inhibitor -8%, Nrf2 ARE act 2.6%, Akt phos inh inactive, EPAC2 agonist 2% and CCT chaperon mod 0.7.
`CCOC(=O)c1c(C)[nH]c(C(=O)CSc2nnc(-c3cccs3)n2Cc2ccccc2)c1C` gave Nrf2 inh inconclusive, A549 tox -24%, Mm-Cpn inhibitor -5%, EPAC2 antag 4%, TGFb inhibitor -14%, Nrf2 ARE act 0.0%, Akt phos inh inactive, EPAC2 agonist -6% and CCT chaperon mod 2.7.
`CCOCCn1[nH]c2ccccc2c1=O` gave Nrf2 inh -10%, A549 tox 1%, Mm-Cpn inhibitor 2%, EPAC2 antag 33%[activator], TGFb inhibitor -5%, Nrf2 ARE act -1.4%, Akt phos inh inactive, EPAC2 agonist 5% and CCT chaperon mod -5.8.
`CC(C)Oc1ccc(CNC(=O)c2cnc3sc(N4CCCC4)nn3c2=O)cc1` gave Nrf2 inh -5%, A549 tox 0%, TGFb inhibitor 2% and Nrf2 ARE act -0.9%.
N#C/C(=C\c1c(N2CCN(c3ccccc3)CC2)nc2ccccn2c1=O)S(=O)(=O)c1ccccc1 was read as Nrf2 inh 5%, A549 tox 1%, Mm-Cpn inhibitor 3%, EPAC2 antag -14%, TGFb inhibitor -1%, Nrf2 ARE act -0.7%, Akt phos inh inactive, EPAC2 agonist -9% and CCT chaperon mod 0.0.
Screening CCn1ccc(C(=O)NC2CCCC2)n1 returned Nrf2 inh -12%, A549 tox 1%, Mm-Cpn inhibitor 1%, EPAC2 antag 3%, TGFb inhibitor 89%[activator], Nrf2 ARE act -0.1%, Akt phos inh inactive, EPAC2 agonist 1% and CCT chaperon mod 0.0.
CCOc1cccc2cc(-c3nc4sc(C(=O)Nc5ccc(C)cc5)c(C)c4c(=O)[nH]3)c(=O)oc12 was read as Nrf2 inh 21%, A549 tox 2%, TGFb inhibitor inactive and Nrf2 ARE act -0.1%.
`CCn1nc(C)c(/C=N/NC(=S)Nc2ccc(Cl)cc2Cl)c1C` gave Nrf2 inh -18%, A549 tox 13%, Mm-Cpn inhibitor -11%, EPAC2 antag -1%, TGFb inhibitor inconclusive, Nrf2 ARE act 0.4%[9.22 µM], Akt phos inh inactive, EPAC2 agonist -11% and CCT chaperon mod 0.0.
`CC(C)OP(=O)(OC(C)C)C1(O)C(=O)Nc2ccc(Br)cc21` (stereo not given) gave Nrf2 inh inconclusive, A549 tox -11%, Mm-Cpn inhibitor 1%, EPAC2 antag 1%, TGFb inhibitor -15%, Nrf2 ARE act 23%, Akt phos inh inactive, EPAC2 agonist 7% and CCT chaperon mod -0.6.
`COc1ccc(CN(N=O)C2CC(=O)N(c3ccc(OC)cc3)C2=O)cc1` (stereo not given) gave Nrf2 inh 6%, A549 tox 5%, Mm-Cpn inhibitor -2%, EPAC2 antag 2%, TGFb inhibitor -15%, Nrf2 ARE act -0.7%, Akt phos inh inactive, EPAC2 agonist 6% and CCT chaperon mod -0.8.
`Cc1ccc(CNC(=O)CC(C)S(=O)(=O)c2ccc3c(c2)NC(=O)CO3)cc1` (stereo not given) gave Nrf2 inh -3%, A549 tox 0%, Mm-Cpn inhibitor -1%, EPAC2 antag -3%, TGFb inhibitor -25%, Nrf2 ARE act -0.8%, Akt phos inh inactive, EPAC2 agonist -2% and CCT chaperon mod -3.7.

Screens deposited in PubChem by National Center for Advancing Translational Sciences (NCATS).
